VHR inh abs = blocks human VHR1 dual specificity phosphatase | 0.52% of 290,000 active | recombinant VHR phosphatase, pNPP absorbance | inhibition, % at 13.3 µM | P51452; in the data active = inhibition above about 50%; also: some compounds called inactive have numbers as strong as hits
Target sequence (P51452 whole entry, looked up): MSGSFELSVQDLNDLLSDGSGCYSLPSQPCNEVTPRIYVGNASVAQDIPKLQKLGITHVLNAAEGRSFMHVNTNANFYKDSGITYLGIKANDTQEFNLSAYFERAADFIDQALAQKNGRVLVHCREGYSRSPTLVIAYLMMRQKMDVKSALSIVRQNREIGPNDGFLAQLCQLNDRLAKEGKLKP
Yp Topo-I inh = Y. pestis Topo-I inhibition via cleavage products; activity, % at 10 µM; Y. pestis Topo-I cleavage product accumulation, plate reader; 0.064% of 360,000 active; in the data active = activity above about 50%, passing the limit was not always enough; inconclusive = no clear call, values can overlap the other calls; also: inactives centre near 2
3CLpro inhibitor = SARS-CoV 3CLpro protease inhibition. inhibition, % at 6 µM. recombinant SARS-CoV 3CLpro, quenched FRET peptide cleavage. AID 1706. P0C6X7. 0.14% of 290,000 active; in the data active = inhibition above about 12%
PfHsp40 yeast = compounds rescuing yeast from Plasmodium falciparum HSP40 toxicity. growth rescue, % at 12.5 µM. 0.68% of 340,000 active. S. cerevisiae expressing PfHsp40, growth rescue, ATP luminescence. AID 504582; in the data active = growth rescue above about 28%, passing the limit was not always enough; inconclusive = no clear call, values can overlap the other calls;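 also: yeast W303a lacking pdr1 and pdr3 grown in galactose medium; growth measured after three days at 30 °C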
Vc quorum ag = quorum light induction in luxS cqsA deficient V. cholerae; V. cholerae BH1578 lux reporter, luminescence, 6 h; activation, % at 18.7 µM; 0.16% of 350,000 active; AID 588436; in the data active = activation mostly above about 9.7%, no sharp cut-off; inconclusive = no clear call, values can overlap the other calls; inactive = mostly below about 3.7%; also: not every result past the cut was called active; inactives centre near 0; reference of the scale not given here
CCHFV vOTU inh = CCHFV vOTU protease inhibition. Pep-AMC fluorescence. inhibition, % at 11.5 µM. 0.55% of 370,000 active; in the data active = inhibition above about 30%; also: 0% = vehicle wells with enzyme and 100% = no enzyme wells
BoNT-A LC inh2 = inhibitors of Botulinum neurotoxin A light chain protease | multiplex microsphere protease substrate cleavage, flow cytometry | inhibition, % at 10 µM | 0.17% of 360,000 active | AID 588499; also: plate controls were buffer without enzyme for full effect and enzyme alone for no effect
TcdB inh = TcdB glycohydrolase inhibition | 0.24% of 350,000 active | inhibition, % at 9.99 µM | TcdB glycohydrolase enzymatic assay, plate reader | AID 652162 | P18177; in the data active = inhibition above about 10%
PriA SSB inh = inhibitors of Klebsiella pneumoniae PriA binding to SSB C-terminal tail; 0.6% of 430,000 active; AlphaScreen SSBct-PriA binding, biotinylated peptide; inhibition, % at 33 µM; in the data active = inhibition mostly above about 37%, no sharp cut-off; inactive = mostly below about 20%;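 also: plate controls were negative control peptide for no effect and reference peptide for full effect; strong numbers were not always called active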
Anthrax LF inh2 = inhibitors of Bacillus anthracis lethal factor protease | P15917 | AID 588501 | 0.12% of 360,000 active | inhibition, % at 10 µM | multiplex microsphere protease cleavage assay, LF; also: plate controls were buffer without enzyme for full effect and enzyme alone for no effect
Target sequence (P15917 whole entry, looked up): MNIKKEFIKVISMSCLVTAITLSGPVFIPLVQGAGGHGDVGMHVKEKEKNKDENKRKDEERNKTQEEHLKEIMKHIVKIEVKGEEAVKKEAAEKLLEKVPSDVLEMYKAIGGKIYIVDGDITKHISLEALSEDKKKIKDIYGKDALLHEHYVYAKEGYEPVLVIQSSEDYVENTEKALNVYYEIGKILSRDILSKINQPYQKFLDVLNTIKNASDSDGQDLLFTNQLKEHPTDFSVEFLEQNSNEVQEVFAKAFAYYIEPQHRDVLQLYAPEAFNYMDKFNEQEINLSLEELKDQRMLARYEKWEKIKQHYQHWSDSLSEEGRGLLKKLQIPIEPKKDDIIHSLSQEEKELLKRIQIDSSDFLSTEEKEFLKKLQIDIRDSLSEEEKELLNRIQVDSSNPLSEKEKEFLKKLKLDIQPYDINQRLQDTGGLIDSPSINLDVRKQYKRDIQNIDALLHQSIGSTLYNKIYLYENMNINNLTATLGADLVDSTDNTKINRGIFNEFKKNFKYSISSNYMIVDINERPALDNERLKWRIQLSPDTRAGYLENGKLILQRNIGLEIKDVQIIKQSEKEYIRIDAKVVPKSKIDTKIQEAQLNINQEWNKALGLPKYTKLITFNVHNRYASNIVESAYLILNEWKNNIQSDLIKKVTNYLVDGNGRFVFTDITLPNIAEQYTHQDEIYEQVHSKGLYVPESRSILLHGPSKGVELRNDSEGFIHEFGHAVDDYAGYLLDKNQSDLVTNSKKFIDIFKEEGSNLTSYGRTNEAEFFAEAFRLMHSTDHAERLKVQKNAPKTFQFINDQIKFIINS
* marks the source's active call; other numbers are inactive results; i = inactive; u = inconclusive; x = no result given. Rule as the data show it, unless noted: active = inhibition above about 30%; inconclusive = no clear call, values can overlap the other calls; inactive = below that. Not all compounds are listed; count on the stated rates, not on these rows.

SMILES	VHR inh abs	Yp Topo-I inh	3CLpro inhibitor	PfHsp40 yeast	Vc quorum ag	CCHFV vOTU inh	BoNT-A LC inh2	TcdB inh	PriA SSB inh	Anthrax LF inh2
COc1ccc(NC(=O)Cc2csc(NC(=O)Nc3ccccc3OC)n2)c(OC)c1	x	2.1	x	0.1	i	18.4	x	-0.1	24.0	x
CC1CN(S(=O)(=O)c2cccs2)CC(C)O1 (stereo not given)	-22.1	5.2	-0.9	-1.9	-1.5	11.9	0.8	0.5	-8.8	1.4
O=C(CC1CCCC1)Nc1ccc2c(c1)CCC2	31.6	2.5	-1.9	1.8	i	3.0	1.2	x	-4.1	-0.3
O=C(CNC(=O)c1ccccc1)N/N=C/c1cc(Br)ccc1O	-0.9	-11.1	4.3	0.2	-0.2	-11.1	-6.7	-7.6	x	-11.4
COc1ccc(C(=O)NC2CCN(Cc3c(F)cccc3Cl)CC2)cc1OC	32.2	-9.5	-1.4	1.3	i	-4.5	0.6	-10.0	-4.5	-1.0
Nc1[nH][nH]c(=O)c1N=Nc1ccc2c(c1)OCO2	22.2	-0.5	-0.3	-0.9	-0.6	-2.0	-0.9	-0.7	6.8	-3.9
COCCCNC(=O)CCn1c(=O)c2ccccc2n(CC(=O)NCCC2=CCCCC2)c1=O	9.8	-7.3	2.4	0.1	0.1	0.1	0.0	0.8	-0.2	12.0
Cc1cc(C)cc(NC(=O)CCNC(=O)N2C[C@H]3C[C@@H](C2)c2cccc(=O)n2C3)c1	16.5	-0.5	3.7	-1.0	-0.8	-7.1	0.2	0.3	x	7.3
Cc1c(C(=O)N2CCCCC2)c(S(=O)(=O)NCc2ccc(F)cc2)c(C)n1C	7.8	1.8	8.8	0.5	i	12.2	-3.4	2.4	9.9	-1.9
CCCCCCCN1C(Nc2ccccc2)=NC[C@@H]1Cc1ccccc1	-2.8	18.7	-3.1	-0.9	-1.4	6.7	-0.6	-0.3	-13.5	-7.2
CCOC(=O)N1CCc2c(sc3c2c(=O)n(Cc2ccccc2)c(=O)n3Cc2ccccc2F)C1	-3.6	10.4	-0.8	1.4	-0.3	-0.8	-0.8	0.7	-13.7	-2.3
N=C(c1ccc([N+](=O)[O-])cc1)N1CCCCCC1	19.1	0.9	-0.3	0.0	i	-8.8	-0.1	1.2	0.2	2.8
CCC(C(=O)Nc1sc(C(N)=O)c(C)c1C(=O)OC)c1ccccc1 (stereo not given)	14.1	3.5	4.9	-0.8	-0.6	6.4	-0.6	1.6	-0.7	3.0
Cc1nnc(SCC(=O)NNC(=O)c2ccccc2)n1-c1ccccc1	-0.8	-6.0	-3.1	-0.9	-0.3	14.3	-0.1	0.6	3.6	-0.2
O=C1CC(=O)CC(c2ccco2)C1	7.2	1.7	-0.4	0.4	i	8.2	-0.4	x	-9.7	-10.2

Complete entries, looked up by structure. Order of values: VHR inh abs	Yp Topo-I inh	3CLpro inhibitor	PfHsp40 yeast	Vc quorum ag	CCHFV vOTU inh	BoNT-A LC inh2	TcdB inh	PriA SSB inh	Anthrax LF inh2
`CC1CN(S(=O)(=O)c2cccs2)CC(C)O1` (stereo not given) in the list: -22.1	5.2	-0.9	-1.9	-1.5	11.9	0.8	0.5	-8.8	1.4
`O=C(CNC(=O)c1ccccc1)N/N=C/c1cc(Br)ccc1O` in the list: -0.9	-11.1	4.3	0.2	-0.2	-11.1	-6.7	-7.6	x	-11.4

(list continues)
SMILES	VHR inh abs	Yp Topo-I inh	3CLpro inhibitor	PfHsp40 yeast	Vc quorum ag	CCHFV vOTU inh	BoNT-A LC inh2	TcdB inh	PriA SSB inh	Anthrax LF inh2
CCSc1ccc([C@@H]2[C@@H]3C(=O)N(C)C(=O)[C@@H]3[C@]3(C(=O)OC)CCCCN23)cc1	x	31.4	x	0.2	1.1	12.1	-0.9	0.1	-12.4	-3.3
Cc1ccc(NC(=O)CSc2ncc(S(=O)(=O)c3ccccc3)c(=O)[nH]2)cc1C	-1.6	6.8	3.4	2.2	-0.4	1.5	-0.4	x	-2.0	-1.4
COC(=O)[C@@]1(Cc2ccc(OC)cc2)[C@H]2c3cc(C(=O)N(C)C)[nH]c3C[C@H]2CN1C(=O)c1ccccc1	-18.4	25.5	-5.5	-0.1	i	0.2	-0.4	0.9	8.2	-7.3
CC1CCC(C(=O)NC(C(=O)N2CCc3ccccc3C2)C(C)C)CC1 (stereo not given)	6.4	-4.9	0.3	-1.2	i	3.1	0.4	x	-15.8	5.6
CC(NC(=O)CCCc1ccccc1)c1ccncc1 (stereo not given)	39.1	9.9	-2.7	3.3	-1.3	-0.6	x	-1.0	3.7	x
CCOc1ccc(N(CC(=O)NC2CCCCCC2)S(=O)(=O)c2ccccc2)cc1	9.6	-0.2	-5.9	-0.2	-1.6	0.9	0.9	3.2	-10.8	0.9
C=CCNc1oc(-c2cccc(Cl)c2)nc1C#N	x	5.5	x	-0.5	0.7	-3.6	0.0	0.4	-8.0	-1.3
CCc1nc2ccccc2c(C(=O)OCC(=O)Nc2ccc(S(=O)(=O)N3CCOCC3)cc2)c1C	35.3	-8.3	-1.6	1.2	8.3	2.8	0.9	x	13.3	-2.7
COc1cccc(/C=C(/C#N)c2ccc(F)cc2)c1OCc1cccc(C(=O)O)c1	1.3	8.9	4.3	-0.6	-0.7	-6.5	0.7	x	-7.6	2.9
CC1(Cc2ccc(OC(F)(F)F)cc2)C(=O)Nc2c(Cl)ccc(Cl)c21 (stereo not given)	x	44.2	x	x	-0.8	8.9	0.2	2.5	x	-1.0
COc1cccc(NC(=O)Nc2cc(C(=O)O)ccc2C)c1	18.4	1.9	1.2	0.9	-0.3	7.5	0.2	-0.5	-2.5	-1.4
CCC(C)(C)NC(=O)C(C)OC(=O)c1nsc(Cl)c1Cl (stereo not given)	8.9	5.9	-0.1	-0.3	-0.4	-3.8	0.3	x	4.3	0.2
Cc1ccc(OCC(=O)N/N=C/c2cc([N+](=O)[O-])ccc2N2CCCCC2)cc1	-15.0	2.9	-0.3	-0.8	-0.5	-2.5	0.3	1.5	x	1.1
Cc1nc(CS(=O)(=O)c2ccccn2)sc1C(=O)NNC(=O)c1ccccc1	16.5	-14.8	2.3	-1.8	i	0.2	u	0.7	-6.7	-9.2
CCOc1ccccc1Cn1c(=O)oc2ccc(C)cc21	13.6	21.8	1.5	0.3	3.6	10.7	-0.9	x	-39.3	-0.9
O=C(CCl)Nc1nccs1	20.5	14.5	5.7	0.6	3.1	19.0	-1.1	1.2	2.2	-1.0
CN(C)c1ccc(C(CNC(=O)c2ccccc2)c2c[nH]c3ccccc23)cc1 (stereo not given)	-5.3	-2.3	0.7	0.9	-0.2	7.1	-0.3	0.3	27.0	-1.6
COc1ccc(-c2nnc(SCC(=O)NC(C)c3ccccc3)o2)cc1 (stereo not given)	25.2	8.0	1.6	-0.7	i	5.2	-0.7	1.2	-5.4	-9.9
CC1(C)CC(=O)C(Sc2ccc(Br)cc2)=C(O)C1	9.3	2.3	3.4	-1.1	-0.3	0.4	0.0	0.0	-0.8	-3.5
O=[N+]([O-])c1cccc(-c2noc(-c3cccs3)n2)c1	-4.3	-8.9	5.8	0.4	-0.5	-0.1	-0.1	-0.2	1.3	0.1
CCc1ccc(NC(=O)CSc2nnc(CNC(=O)c3cccs3)o2)cc1	5.5	-7.0	-0.2	-0.6	0.0	8.4	0.8	-5.2	6.2	-2.8
Cc1ccc(CN2CC(C(=O)N(C)CC(=O)Nc3cccc(F)c3)CC2=O)cc1 (stereo not given)	9.7	-4.2	-2.1	0.6	0.9	-3.2	0.9	0.5	-6.2	-2.1
O=C(Cc1ccc(NC(=O)C2CCN(C(=O)C3CCC3)CC2)cc1)Nc1ccc(C(=O)N2CCOCC2)cc1	x	7.9	x	1.3	i	5.3	0.5	-3.8	-9.9	-3.9
CCCC(=O)Nc1ccc(C(=O)NCCc2ccc(F)cc2)cc1	32.8	0.5	4.3	0.8	i	-18.1	0.8	x	-4.1	-1.0
CC(=O)c1ccc(S(=O)(=O)N2CCC(NC(=O)c3ccccc3)CC2)cc1	5.2	-3.9	4.4	-1.3	1.0	2.2	-1.1	1.7	4.7	0.8
COc1ccc(Oc2c(OC)cc(NCc3ccc(CN)cc3)c3ncccc23)cc1	x	7.7	x	x	-1.4	21.1	-0.2	-1.6	x	-8.6
CN(CC(=O)N1CCN(c2ccc(F)cc2)CC1)S(=O)(=O)c1ccc(F)cc1	-4.9	-0.6	-1.9	1.2	1.4	-6.7	0.1	x	3.6	-1.8
COc1ccc2nc(SCC(=O)Nc3ccc(S(=O)(=O)N4CCCC4)cc3)c(C#N)cc2c1	-0.8	-2.4	1.6	1.6	-0.4	-4.4	2.2	x	0.4	2.1
CCCCOc1ccc(Cl)cc1Nc1nc(NCCO)nc(N2CCCC2)n1	x	7.0	x	-0.4	i	18.2	0.1	1.1	-3.2	2.0
CCSc1nnc(NC(=O)c2cc(-c3ccccc3O)n[nH]2)s1	12.5	13.7	4.3	1.0	-2.0	-4.0	-1.6	2.1	-5.2	-1.8
O=C(COC(=O)Cc1c(Cl)cccc1Cl)NCc1ccccc1	x	12.0	x	x	i	-8.2	-0.2	1.4	x	-9.1
COC(=O)c1ccccc1NCCO	6.9	7.4	2.6	0.3	-0.5	-80.6	1.5	-0.3	-6.4	-8.0
COc1ccc(C2=NN3C(=O)c4c(ccc(OC)c4OC)C3C2)cc1 (stereo not given)	19.9	2.2	1.9	0.8	-4.2	12.8	-0.7	x	-20.5	-4.5
COc1cc2cc(CCOC(=O)c3ccco3)oc(=O)c2cc1OC	x	-0.2	x	0.0	-2.8	0.7	0.1	-0.5	-4.3	-2.3
C/C(=N\NC(=O)c1nnn(-c2nonc2N)c1-c1ccccc1)c1ccccc1O	5.1	8.0	-2.4	-0.3	-0.5	13.2	0.7	0.3	x	-2.6

Shown with bars between the fields: entries from further up
molecule | VHR inh abs | Yp Topo-I inh | 3CLpro inhibitor | PfHsp40 yeast | Vc quorum ag | CCHFV vOTU inh | BoNT-A LC inh2 | TcdB inh | PriA SSB inh | Anthrax LF inh2
COC(=O)c1ccccc1NCCO | 6.9 | 7.4 | 2.6 | 0.3 | -0.5 | -80.6 | 1.5 | -0.3 | -6.4 | -8.0
COc1ccc(C2=NN3C(=O)c4c(ccc(OC)c4OC)C3C2)cc1 (stereo not given) | 19.9 | 2.2 | 1.9 | 0.8 | -4.2 | 12.8 | -0.7 | x | -20.5 | -4.5
COc1cc2cc(CCOC(=O)c3ccco3)oc(=O)c2cc1OC | x | -0.2 | x | 0.0 | -2.8 | 0.7 | 0.1 | -0.5 | -4.3 | -2.3

Screens (PubChem BioAssay)
